Mm-Cpn inhibitor: inhibitors of Methanococcus maripaludis chaperonin (MmCpn); purified Mm-Cpn ATPase, ADP Transcreener TR-FRET; Potency, µM (doses to about 76.9 µM), for the others: top-dose activity, negative = inhibition, hits mostly inhibitors; hit rate 0.031% among 330,000; AID 504842; note: potency is the fitted concentration of half-maximal effect; % is set by controls: 0 for no effect and ±100 for the full control effect; nearly all actives have a fitted effect of over 80% in size
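Compound-treated chaperonin, 25 nM final, turns over 10 uM ATP at 37°C for 30 min following a 10 min preincubation; ADP generated competes with ADP-d2 for Eu-cryptate antibody, lowering FRET.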
Nrf2 ARE act: Nrf2 pathway activation. AREc32 ARE-luciferase reporter (MCF7-derived line), luminescence, 24 h. Potency, µM (series often up to 46.1 µM), for the others: at the highest dose activation, most hits filed as activators. hit rate 0.31% among 410,000; note: potency is the fitted concentration of half-maximal effect; % of control where 0% means no effect; nearly all actives have a fitted effect of over 65% in size
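Steps: seed AREc32_Fluc cells (1000/well, 5% FBS OPTI-MEM); incubate overnight at 37 deg C; add 23 nL compound; incubate 24 hr; add Steady-Glo; hold 30 min RT; read luminescence.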
pAkt inh: inhibitors of Akt phosphorylation | Neuro2A IGF-stimulated pAkt S473 HTRF, 20 min; stronger effect = lower value | activity change, % for hits at 50 µM | hit rate 0.32% among 360,000; in the data active = activity change below about -80%; inconclusive = mostly about -51% to -80%; note: % is set by controls: 0 for no effect and ±100 for the full control effect
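Neuro2A cells in DMEM with 0.5% FBS, overnight at 37 deg C, given compound at single 50 µM final, then IGF (6 nM final) for 20 min at 37 deg C. Lysed; phospho-Akt Ser473 by HTRF after 24 h, 665/615 ratio.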
HepG2 viability: counter-screen for TGF-b inhibitors: cytotoxicity in HepG2 cells; AID 588856; Potency, µM (series often up to 46.1 µM), without a hit: at the highest dose activity change, negative = cytotoxicity, hits mostly cytotoxic; HepG2 CAGA-GFP viability, ATP luminescence, 18 h; hit rate 0.76% among 410,000; note: potency is the fitted concentration of half-maximal effect; some results filed as inactive show a strong effect at the top dose
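HepG2 CAGA-GFP cells (1000/well, DMEM with 1% FBS) received compound, then TGF-beta at 500 pg/mL final, and were incubated 18 hours at 37 degrees C. Viability was read by CellTiter-Glo luminescence. Media-only wells were set as complete cell-killing and DMSO as no toxicity.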
Nrf2 inh: Nrf2 pathway inhibition; A549 ARE-Fluc reporter, luciferase luminescence, 18-24 h; Potency, µM (doses to about 46 µM), for inactives: top-dose activity change, negative = inhibition, most hits filed as inhibitors; hit rate 2.1% among 360,000; note: potency is the fitted concentration of half-maximal effect; % is set by controls: 0 for no effect and ±100 for the full control effect; nearly all actives have a fitted effect of over 60% in size
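Quantitative HTS in A549 cells stably bearing an antioxidant response element-firefly luciferase construct. Inhibition of Nrf2-driven transcription was scored by luminescence after 18-24 h of compound exposure at 37 °C.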
CCT modulator: modulators of cytosolic chaperonin (CCT/TRiC) activity; activity change, % (concentration not given with the values), hits read low; hit rate 0.3% among 360,000; purified chaperonin ATPase assay, HTRF ADP detection, 30 min; in the data active = activity change below about -30%; note: % is set by controls: 0 for no effect and ±100 for the full control effect
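First, chaperonin was dispensed at 40 nM or 20 nM final depending on batch activity. Next, compounds were pinned at 76 uM and ATP added at 10 uM. After 30 min at 37 °C, ADP detection reagents ran 30 min at ambient temperature.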
TGFb inhibitor: TGF-b pathway inhibition. HepG2 CAGA-GFP TGF-b/SMAD3 reporter, GFP fluorescence, 18 h; TGF-beta stimulated, 500 pg/mL final. hit rate 1.2% among 410,000. Potency, µM (highest dose often 46.1 µM), without a hit: at the highest dose activity, negative = inhibition, usual class: inhibitors; note: potency is the fitted concentration of half-maximal effect; % is set by controls: 0 for no effect and ±100 for the full control effect; nearly all actives have a fitted effect of over 65% in size
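Cell-based qHTS in HEPG2 carrying a CAGA-GFP Smad reporter; compounds added before 500 pg/mL final TGF-beta, 18 h incubation at 37 degrees C, GFP fluorescence quantified per cell by imaging cytometry.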
A549 tox: A549 cytotoxicity, counter-screen for Nrf2 inhibitors. A549 ARE-Fluc cells, CellTiter-Fluor viability, 18-24 h. Potency, µM (doses to about 46 µM), for the others: at the top dose activity change, negative = cytotoxicity, hits mostly inhibitors. hit rate 0.16% among 390,000. AID 504648; note: potency is the fitted concentration of half-maximal effect; % is set by controls: 0 for no effect and ±100 for the full control effect
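Cytotoxicity counterscreen: CellTiter-Fluor fluorescence was measured in A549 ARE_Fluc cells after 18-24 h of compound exposure in a concentration series. The subsequent BugLite luminescent read reports ARE-luciferase activity.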
Abeta yeast res: compounds reversing amyloid beta toxicity in yeast; yeast expressing A-beta42, growth rescue, OD600, 48 h; response scale: 0% DMSO, 100% iron-clioquinol control; Potency, µM (titrated, usually from 46.1 µM), inactives show at the top dose growth rescue, usual class: activators; hit rate 0.063% among 410,000; AID 1347071; note: potency is the fitted concentration of half-maximal effect; nearly all actives have a fitted effect of over 55% in size
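Yeast growth medium received pinned compounds, then yeast cells expressing toxic A-beta were added; plates incubated at 30 C for 48 hr. Growth read as absorbance at 600 nm, normalized to DMSO and equimolar FeCl3 plus clioquinol controls.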
* marks the source's active call; other numbers are inactive results. Unless noted, calls come from the whole dose curve; as a rule, active = well fitted curve in the direction sought with a large enough effect; inconclusive = small, poorly fitted or top-dose-only effect, or another doubt; inactive = no such curve, though single readings can be large; an effect the other way counts as inactive or inconclusive.

`O=C(CN1CCCN(Cc2ccc(F)cc2)S1(=O)=O)NC1CCCC1` gave Mm-Cpn inhibitor 2%, Nrf2 ARE act -0.3%, pAkt inh inactive, HepG2 viability -12%, Nrf2 inh 12%, CCT modulator -2.2, TGFb inhibitor 2%, A549 tox 3% and Abeta yeast res 4%.
`Cc1cccc(N2CN(Cc3cccnc3)CNC2=S)c1C` gave Mm-Cpn inhibitor 1%, Nrf2 ARE act -0.9%, pAkt inh inactive, HepG2 viability 33%, Nrf2 inh 7%, CCT modulator -2.3, TGFb inhibitor -3%, A549 tox -2% and Abeta yeast res -7%.
For C=CCn1c(-c2sc3nc(C)cc(C)c3c2N)n[nH]c1=S the results were Mm-Cpn inhibitor -4%, Nrf2 ARE act 3.7%, pAkt inh inactive, HepG2 viability -2%, Nrf2 inh 10%, CCT modulator -1.0, TGFb inhibitor -1%, A549 tox 0% and Abeta yeast res 2%.
`Cc1ccc(-c2cc(C)nc3ncnn23)cc1` gave Mm-Cpn inhibitor -2%, Nrf2 ARE act -0.6%, pAkt inh inactive, HepG2 viability -11%, Nrf2 inh -15%, CCT modulator -1.9, TGFb inhibitor 2%, A549 tox 3% and Abeta yeast res -4%.
`c1ccc(-n2ncc3c(NCc4ccco4)ncnc32)cc1` gave Mm-Cpn inhibitor 0%, Nrf2 ARE act 4.1%, pAkt inh inactive, HepG2 viability 2%, Nrf2 inh inconclusive, CCT modulator -0.1, TGFb inhibitor 15%, A549 tox -7% and Abeta yeast res -6%.
Screening COc1cccc(C(=O)NCCc2csc(-c3cccc(F)c3)n2)c1OC returned Nrf2 ARE act -0.1%, HepG2 viability -36%, TGFb inhibitor inconclusive, A549 tox 1% and Abeta yeast res -14%.
Screening Cc1ccc(NC(=O)c2ccccc2[N+](=O)[O-])nc1 returned Mm-Cpn inhibitor 0%, Nrf2 ARE act 0.3%, pAkt inh inactive, HepG2 viability 26%, Nrf2 inh 17%, CCT modulator -0.7, TGFb inhibitor 6%, A549 tox -1% and Abeta yeast res 10%.
For CC1(C)N(O)CC(c2cccs2)=[N+]1[O-] the results were Mm-Cpn inhibitor -1%, Nrf2 ARE act 0.5%, pAkt inh inactive, HepG2 viability 2%, Nrf2 inh -1%, CCT modulator -1.9, TGFb inhibitor 14%, A549 tox -13% and Abeta yeast res -4%.
For COc1ccc(CNC(=O)c2cc3c(=O)n(Cc4cccnc4)ccc3nc2C)cc1 the results were Nrf2 ARE act 0.0%, HepG2 viability -14%, Nrf2 inh -27%, TGFb inhibitor 3%, A549 tox 0% and Abeta yeast res -22%.
`CN(Cc1ccccc1)c1oc(-c2ccco2)nc1C#N` gave Mm-Cpn inhibitor -4%, Nrf2 ARE act 7.0%, pAkt inh inactive, HepG2 viability 7%, Nrf2 inh -2%, CCT modulator -8.4, TGFb inhibitor -4%, A549 tox -4% and Abeta yeast res 1%.
`O=[N+]([O-])c1ccccc1S(=O)(=O)N1CCN(c2ccccn2)CC1` gave Mm-Cpn inhibitor -1%, Nrf2 ARE act 10.0%, pAkt inh inactive, HepG2 viability -5%, Nrf2 inh inconclusive, CCT modulator -0.2, TGFb inhibitor 7%, A549 tox 5% and Abeta yeast res -4%.
Screening COc1ccc(CC(=O)c2c(O)cc(O)cc2O)cc1OC returned Mm-Cpn inhibitor 0%, Nrf2 ARE act -0.8%, pAkt inh inactive, HepG2 viability -3%, Nrf2 inh 6%, CCT modulator -5.1, TGFb inhibitor -3%, A549 tox 2% and Abeta yeast res 6%.
`COc1ccc(CNS(=O)(=O)c2cc(OCC(N)=O)c(C)cc2Cl)cc1` gave Mm-Cpn inhibitor 3%, Nrf2 ARE act 0.2%, pAkt inh inactive, HepG2 viability 8%, Nrf2 inh -7%, CCT modulator 1.4, TGFb inhibitor -17%, A549 tox -8% and Abeta yeast res -3%.
`CS(=O)(=O)c1ccccc1C(=O)Nc1ccc2sccc2c1` gave Mm-Cpn inhibitor 1%, Nrf2 ARE act 0.5%, pAkt inh inactive, HepG2 viability 2%, Nrf2 inh -2%, CCT modulator 1.1, TGFb inhibitor 3% and A549 tox -4%.
O=C1CCCN1CCCNC(=S)Nc1ccc(Nc2ccccc2)cc1 was read as Mm-Cpn inhibitor -1%, Nrf2 ARE act 0.0%, pAkt inh inactive, HepG2 viability -4%, Nrf2 inh inconclusive, CCT modulator -1.1, TGFb inhibitor 1%, A549 tox 0% and Abeta yeast res 9%.
`CCCN1C2CCCC1CC(NC(=S)Nc1cccc(C)c1)C2` (stereo not given) gave Mm-Cpn inhibitor 4%, Nrf2 ARE act 0.4%, pAkt inh inactive, HepG2 viability -14%, Nrf2 inh 2%, CCT modulator -1.3, TGFb inhibitor 3%, A549 tox 1% and Abeta yeast res 2%.
`O=C(CCc1nc(-c2ccccc2)c(-c2ccccc2)o1)OCc1ccc(Cl)cc1` gave Mm-Cpn inhibitor -5%, Nrf2 ARE act -0.2%, pAkt inh inactive, HepG2 viability -8%, CCT modulator -3.2, TGFb inhibitor -3%, A549 tox 12% and Abeta yeast res 1%.
For Cc1cccc(-n2ncc3c2CCCC3NC(=O)CN2CCCC2=O)c1C (stereo not given) the results were Mm-Cpn inhibitor -10%, Nrf2 ARE act 0.0%, pAkt inh inactive, HepG2 viability -25%, Nrf2 inh -24%, CCT modulator 0.3, TGFb inhibitor -7%, A549 tox -1% and Abeta yeast res 4%.
`CC(C)(C)c1ccc(/C=N/N2CCN(c3ccccn3)CC2)cc1` gave Mm-Cpn inhibitor 4%, Nrf2 ARE act 1.7%, pAkt inh inactive, HepG2 viability 6%, Nrf2 inh inconclusive, CCT modulator 1.8, TGFb inhibitor 2%, A549 tox 3% and Abeta yeast res -3%.
`CCn1c(SCC(=O)Nc2ccc(C)cc2)nc(O)cc1=O` gave Mm-Cpn inhibitor -6%, Nrf2 ARE act -0.7%, pAkt inh inactive, HepG2 viability -64%, Nrf2 inh 6%, CCT modulator -0.4, TGFb inhibitor 0%, A549 tox 0% and Abeta yeast res 14%.
For COc1ccc(Nc2nc3ccccc3nc2NS(=O)(=O)c2cccs2)c(OC)c1 the results were Mm-Cpn inhibitor -1%, Nrf2 ARE act -0.9%, pAkt inh inactive, HepG2 viability 2%, Nrf2 inh inconclusive, CCT modulator -0.5, TGFb inhibitor 1%, A549 tox 12% and Abeta yeast res -1%.
Screening O=C(CNC(=O)c1ccc(Cl)cc1Cl)OCCCn1c(=O)[nH]c2ccccc21 returned Mm-Cpn inhibitor 2%, Nrf2 ARE act -0.3%, pAkt inh inactive, HepG2 viability -16%, Nrf2 inh 1%, CCT modulator -1.8, TGFb inhibitor -17%, A549 tox 1% and Abeta yeast res 1%.
Screening C/C(CC(=O)Nc1cccc(C(F)(F)F)c1)=N/NC(=O)C(=O)NCCO returned Mm-Cpn inhibitor -6%, Nrf2 ARE act 0.4%, pAkt inh inactive, HepG2 viability -27%, Nrf2 inh 3%, CCT modulator 0.3, TGFb inhibitor 13%, A549 tox 2% and Abeta yeast res -1%.
Screening CC(C)Sc1nc(N2CCOCC2)c2c(c1C#N)CC(C)(C)N(C)C2 returned Mm-Cpn inhibitor -1%, Nrf2 ARE act 0.5%, pAkt inh inactive, HepG2 viability 2%, Nrf2 inh 8%, CCT modulator -0.4, TGFb inhibitor inconclusive, A549 tox 11% and Abeta yeast res -22%.
`C=CCOC(=O)C1=C(C)OC(N)=C(C#N)C1c1ccc(F)cc1` (stereo not given) gave Mm-Cpn inhibitor -1%, Nrf2 ARE act 8.8%, pAkt inh inactive, HepG2 viability -18%, Nrf2 inh 4%, CCT modulator -2.0, TGFb inhibitor inconclusive, A549 tox 13% and Abeta yeast res -13%.
`Cc1ccc(S(=O)(=O)N(CC(=O)N=Nc2c(O)[nH]c3ccccc23)c2cccc(C)c2)cc1` gave Mm-Cpn inhibitor 0%, Nrf2 ARE act -0.1%, pAkt inh inactive, HepG2 viability 6%, Nrf2 inh inconclusive, CCT modulator -0.7, TGFb inhibitor 0%, A549 tox -11% and Abeta yeast res -6%.
O=C(CNS(=O)(=O)c1ccc(C(=O)N2CCOCC2)cc1)N1CCOCC1 was read as Mm-Cpn inhibitor 0%, Nrf2 ARE act -0.7%, pAkt inh inactive, HepG2 viability 7%, Nrf2 inh 3%, CCT modulator 1.8, TGFb inhibitor 1%, A549 tox 2% and Abeta yeast res 4%.
Screening CCC1(c2ccccc2)C(=O)NCNC1=O returned Mm-Cpn inhibitor -1%, Nrf2 ARE act -0.2%, HepG2 viability -3%, Nrf2 inh inconclusive, CCT modulator -0.4, TGFb inhibitor 7%, A549 tox -9% and Abeta yeast res -18%.
Screening COc1ccccc1CN1C(=O)c2cccc3cccc(c23)C1=O returned Mm-Cpn inhibitor -1%, Nrf2 ARE act inconclusive, pAkt inh inactive, HepG2 viability -20%, Nrf2 inh -4%, CCT modulator -6.6, TGFb inhibitor -30%, A549 tox 6% and Abeta yeast res 11%.

Random excerpt: 2 compounds from above, in no set order.
O=C(CNS(=O)(=O)c1ccc(C(=O)N2CCOCC2)cc1)N1CCOCC1 was read as Mm-Cpn inhibitor 0%, Nrf2 ARE act -0.7%, pAkt inh inactive, HepG2 viability 7%, Nrf2 inh 3%, CCT modulator 1.8, TGFb inhibitor 1%, A549 tox 2% and Abeta yeast res 4%.
For COc1ccc(Nc2nc3ccccc3nc2NS(=O)(=O)c2cccs2)c(OC)c1 the results were Mm-Cpn inhibitor -1%, Nrf2 ARE act -0.9%, pAkt inh inactive, HepG2 viability 2%, Nrf2 inh inconclusive, CCT modulator -0.5, TGFb inhibitor 1%, A549 tox 12% and Abeta yeast res -1%.

Compound activity (PubChem)

Outcome played no part in choosing rows; overall some 4.3% were active at least once.
